# SMARCA2 activ: increases SMARCA2 function in MMTV reporter cells; MG213 cells, MMTV-luciferase reporter, dexamethasone, overnight; activation, % at 9.1 µM; 370,000 tested, 1% active; AID 652017; in the data active means activation above about 7.8%;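 further: 0% = vehicle wells and 100% = reference activator wells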
# ARFGAP1 inhibitor: inhibits rat ARF GTPase activating protein 1; Q62848; inhibition, % at 16.5 µM; Arfgap1-stimulated ARF1 GTP hydrolysis, GDP FP detection; 360,000 tested, 0.26% active;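 active means inhibition above a per-plate limit, mean inhibition of low control wells plus 3 SD, cut at about 25% in these data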;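 further: 0% = DMSO wells with enzyme and 100% = wells lacking Arfgap1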
#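 Assay system: purified rat His6-Arfgap1 residues 1-136 (GAP domain); Reagent: human Δ17 ARF1 bound to GTP; Dosing: 16.5 µM single point, 1.26% DMSO; Times: GTP hydrolysis reaction 2 h at 25 °C; Signal: FP, GDP Alexa 633 tracer displaced from anti-GDP antibody, 620/688 nm; Measure: % inhibition from polarization.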
# ASAP1 GAP inh: blocks human ASAP1-stimulated Arf1 GTP hydrolysis; 360,000 tested, 0.19% active; GDP FP detection; inhibition, % at 16.5 µM; in the data active means inhibition above about 25%;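 further: 0% = vehicle with enzyme and substrate and 100% = no enzyme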
# Target sequence (Q9ULH1 325-724 limits assumed): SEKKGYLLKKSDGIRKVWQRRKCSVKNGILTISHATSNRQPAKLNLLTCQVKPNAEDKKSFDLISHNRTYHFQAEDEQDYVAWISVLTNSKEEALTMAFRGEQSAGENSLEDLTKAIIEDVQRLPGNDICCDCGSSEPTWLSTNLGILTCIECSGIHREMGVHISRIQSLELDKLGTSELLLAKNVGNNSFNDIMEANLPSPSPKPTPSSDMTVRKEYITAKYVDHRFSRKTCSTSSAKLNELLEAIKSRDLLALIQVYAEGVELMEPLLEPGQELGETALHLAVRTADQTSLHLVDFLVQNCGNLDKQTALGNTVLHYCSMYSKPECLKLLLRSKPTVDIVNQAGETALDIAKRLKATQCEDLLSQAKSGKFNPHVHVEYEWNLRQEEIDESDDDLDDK
# ABHD4 inh: inhibits mouse alpha/beta hydrolase domain 4. Q8VD66. purified mABHD4, FP-Rh probe fluorescence polarization. inhibition, % at 8.92 µM. 370,000 tested, 0.54% active;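 active means inhibition exceeding the mean over every tested compound plus 3 SD, cut at about 30% in these data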;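 further: 0% = plate median of compound wells and 100% = S159A mutant with DMSO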
#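 Assay system: mABHD4 protein; medium: HEPES pH 7.0, NaCl, Pluronic buffer; dosing: 8.92 µM, single dose; schedule: 45 min + 60 min at 25 °C; signal: FP readout, ex 525 nm / em 598 nm; read-out: normalized percent inhibition of probe labeling; repeats: single replicate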
# rCAG RNA binder: binds r(CAG) RNA repeats; r(CAG) RNA repeat, TO-PRO-1 dye displacement fluorescence; inhibition, % at 3 µM; 370,000 tested, 1.3% active; AID 651821;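 active means inhibition above the plate cutoff, the mean of all test compounds on that plate plus 3 SD, cut at about 35% in these data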;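 further: 0% = DMSO alone and 100% = 100 µM mitoxantrone as full dye displacement; higher means more dye released from RNA so lower well fluorescence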
# GC-B act: GC-B (human) receptor activation; 370,000 tested, 0.11% active; P20594; AID 1920062; HEK293-GC-B cells, CNP EC30, cGMP TR-FRET; 0% at EC30 CNP, 100% saturating CNP; activation, % at 10 µM;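 active means activation at 10 µM reaching about 35% in either raw or pattern-adjusted values, limit read from the data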
# PG9 Ab binder: small molecules binding HIV-1 gp120 antibody PG9; 360,000 tested, 0.43% active; inhibition, % at 6.7 µM; TR-FRET gp120-PG9 antibody binding; AID 624416; in the data active means inhibition above about 8.5%
# NPR1 activator: GC-A (human) enzyme activation; activation, % at 10 µM; HEK293 GC-A cells, cGMP TR-FRET, EC30 ANP; 0% at EC30 ANP, 100% saturating ANP; 370,000 tested, 0.14% active; in the data active means activation above about 40%
# NR1D1 modulator: Rev-erb alpha (human) modulation; P20393; Rev-erbα–FITC-DNA binding, fluorescence polarization, 90 min; activity, % at 10 µM; 370,000 tested, 0.79% active; AID 1259318;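 active means activity above about 14%, limit read from the data; passing the limit was not always enough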;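 further: 0% = DMSO wells with 35 nM protein and 100% = DMSO wells with 750 nM protein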
# Target sequence (P20393 whole entry, looked up): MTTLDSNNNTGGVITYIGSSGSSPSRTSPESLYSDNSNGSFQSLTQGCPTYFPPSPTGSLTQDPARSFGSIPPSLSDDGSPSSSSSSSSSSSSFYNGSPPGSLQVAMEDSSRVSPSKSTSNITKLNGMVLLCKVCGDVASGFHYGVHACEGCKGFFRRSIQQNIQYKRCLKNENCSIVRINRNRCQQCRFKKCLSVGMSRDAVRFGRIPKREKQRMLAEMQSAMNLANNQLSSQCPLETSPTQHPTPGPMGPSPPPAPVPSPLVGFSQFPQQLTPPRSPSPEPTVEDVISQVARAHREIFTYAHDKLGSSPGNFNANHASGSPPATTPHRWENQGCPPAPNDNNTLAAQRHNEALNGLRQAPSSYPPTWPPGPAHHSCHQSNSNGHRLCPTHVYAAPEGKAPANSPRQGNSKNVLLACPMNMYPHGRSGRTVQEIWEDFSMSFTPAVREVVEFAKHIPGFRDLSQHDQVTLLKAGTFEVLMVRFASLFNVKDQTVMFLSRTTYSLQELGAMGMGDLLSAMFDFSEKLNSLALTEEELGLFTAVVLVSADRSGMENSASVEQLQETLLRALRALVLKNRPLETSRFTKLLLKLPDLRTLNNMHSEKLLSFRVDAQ
# HTRA1 inh: HTRA1 (human) protease inhibition. Q92743. recombinant HTRA1, FP-rhodamine activity-based probe, fluorescence polarization. inhibition, % at 5.96 µM. 340,000 tested, 0.5% active. AID 504803; in the data active means inhibition above about 36%;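 further: 0% = enzyme with DMSO and 100% = wells lacking enzyme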
# An asterisk follows results filed as active; . = no result given.
SMILES,SMARCA2 activ,ARFGAP1 inhibitor,ASAP1 GAP inh,ABHD4 inh,rCAG RNA binder,GC-B act,PG9 Ab binder,NPR1 activator,NR1D1 modulator,HTRA1 inh
O=C(NC1CCS(=O)(=O)C1)c1c(NC(=O)C2COc3ccccc3O2)sc2c1CCCC2 (centres undefined),-3,8,0,-7,2,-1,0.7,-3,3,-6
CCCCOCCCNC(=O)C[C@H]1C(=O)N(Cc2ccc(OC)cc2)C2=CCCC[C@@]21C(=O)OCC,-4,.,.,3,-1,1,.,2,4,.
OC[C@@H]1CN(Cc2cccs2)C[C@H](n2cnc3c(N4CCOCC4)ncnc32)O1,-2,-13,6,-2,3,-2,-0.2,1,-12,.
CCN1CCN(CCCN(Cc2ccco2)C(=S)Nc2cc(Cl)ccc2C)CC1,0,8,4,1,-4,-5,0.7,-1,-2,3
N#Cc1nccnc1S(=O)(=O)c1cccs1,-9,-4,-9,3,-2,16,-2.1,10,2,.
CCCn1c2ccccc2c2cnn(CC(=O)OC)c(=O)c21,-2,12,7,-2,-4,-1,-0.6,2,-1,-8
C=CCOC(=O)C1=C(C)NC(C)=C(C(=O)OCC=C)C1/C=C/c1ccccc1,-3,-3,2,-8,-2,4,0.2,0,1,-11
COc1cccc(-c2cc(C(=O)N/N=C/c3ccco3)c3ccccc3n2)c1,-1,8,-1,-21,9,2,-1.0,4,-6,-28
Cn1nccc1C(=O)NC1CCCc2c1cnn2-c1ccc(C(C)(C)C)cc1 (centres undefined),-3,9,-14,-5,-11,1,0.3,-2,-4,-4
CC1O[C@@H](OC2C(O)C(O)C(CO)O[C@H]2OC2C[C@]3(C)C(CC(O)C4[C@@H]([C@]5(C)CC[C@@H](C(C)(C)O)O5)CC[C@]43C)[C@@]3(C)CCC(O)C(C)(C)C23)C(O)C(O)C1O (some centres undefined),0,-3,7,6,-8,2,-0.2,0,4,-4
N#C/C(=C\c1cccc(OC(=O)c2cccs2)c1)C(N)=O,-2,-7,-3,0,0,-2,-0.7,-17,4,4
Cc1ccc(C(O)c2ncc(-c3ccccc3C)[nH]2)cc1 (centres undefined),3,-3,5,-4,2,-4,2.1,-4,1,.
N#Cc1ccccc1NC(=O)CSc1nnc(-c2ccccc2O)n1-c1ccccc1,-2,-5,-6,5,3,-5,0.8,-2,-1,-2
O=C(NCCc1ccc2c(c1)OCCO2)c1ccc(F)cc1,0,4,3,2,0,3,0.7,-1,0,1
Cc1cc(NC(=O)c2ccc(NS(=O)(=O)c3ccccc3F)cc2)no1,-4,.,.,-4,7,-8,.,1,-4,.
CCOC(=O)Cn1cnc([N+](=O)[O-])n1,-1,-1,-1,-7,0,-1,-1.3,4,1,4
CCCCC1OC23CCCCC2C(C#N)(C(=N)O3)C1(C#N)C#N (centres undefined),-2,3,-2,6,-1,-5,-0.3,1,-3,23
COc1ccc(Cc2nnc(N/N=C/c3ccc(Br)cc3)[nH]c2=O)cc1OC,-1,5,-4,-1,8,11,-1.6,6,-4,-5
CN(C)S(=O)(=O)c1ccc(NC(=O)c2cc3ccccc3o2)cc1,2,-1,5,-11,2,0,-0.6,0,-3,-26
CN(Cc1ccccc1F)C(=O)C1CCCN(c2ncccn2)C1 (centres undefined),-6,.,.,5,-2,2,.,1,2,.

# Laid out differently: entries from further up
Compound: CCOC(=O)Cn1cnc([N+](=O)[O-])n1
  SMARCA2 activ = -1
  ARFGAP1 inhibitor = -1
  ASAP1 GAP inh = -1
  ABHD4 inh = -7
  rCAG RNA binder = 0
  GC-B act = -1
  PG9 Ab binder = -1.3
  NPR1 activator = 4
  NR1D1 modulator = 1
  HTRA1 inh = 4
Compound: CCCCC1OC23CCCCC2C(C#N)(C(=N)O3)C1(C#N)C#N (centres undefined)
  SMARCA2 activ = -2
  ARFGAP1 inhibitor = 3
  ASAP1 GAP inh = -2
  ABHD4 inh = 6
  rCAG RNA binder = -1
  GC-B act = -5
  PG9 Ab binder = -0.3
  NPR1 activator = 1
  NR1D1 modulator = -3
  HTRA1 inh = 23

# Reprinted at random: 5 records from the list
SMILES,SMARCA2 activ,ARFGAP1 inhibitor,ASAP1 GAP inh,ABHD4 inh,rCAG RNA binder,GC-B act,PG9 Ab binder,NPR1 activator,NR1D1 modulator,HTRA1 inh
Cn1nccc1C(=O)NC1CCCc2c1cnn2-c1ccc(C(C)(C)C)cc1 (centres undefined),-3,9,-14,-5,-11,1,0.3,-2,-4,-4
CN(C)S(=O)(=O)c1ccc(NC(=O)c2cc3ccccc3o2)cc1,2,-1,5,-11,2,0,-0.6,0,-3,-26
CCCn1c2ccccc2c2cnn(CC(=O)OC)c(=O)c21,-2,12,7,-2,-4,-1,-0.6,2,-1,-8
N#C/C(=C\c1cccc(OC(=O)c2cccs2)c1)C(N)=O,-2,-7,-3,0,0,-2,-0.7,-17,4,4
COc1cccc(-c2cc(C(=O)N/N=C/c3ccco3)c3ccccc3n2)c1,-1,8,-1,-21,9,2,-1.0,4,-6,-28

# The listing picks up; the two compounds before the break are reprinted first.
SMILES,SMARCA2 activ,ARFGAP1 inhibitor,ASAP1 GAP inh,ABHD4 inh,rCAG RNA binder,GC-B act,PG9 Ab binder,NPR1 activator,NR1D1 modulator,HTRA1 inh
CN(C)S(=O)(=O)c1ccc(NC(=O)c2cc3ccccc3o2)cc1,2,-1,5,-11,2,0,-0.6,0,-3,-26
CN(Cc1ccccc1F)C(=O)C1CCCN(c2ncccn2)C1 (centres undefined),-6,.,.,5,-2,2,.,1,2,.
COc1ccc(S(=O)(=O)Nc2ccc3c(c2)C(=O)N([C@H](C)CO)C[C@H](C)[C@@H](CN(C)S(=O)(=O)c2ccc(F)cc2)O3)cc1,-1,2,6,-3,5,4,-0.3,3,1,-20
O=C(NCc1cccs1)c1ccc(Br)o1,-2,8,-5,8,2,0,-1.4,-7,-1,-6
COc1ccccc1/C=C/C(=O)NCC(=O)N/N=C/c1cccnc1,0,-2,8,-2,1,-1,-1.4,-6,2,-3
COC(=O)N1C[C@H](OCc2cn(-c3cc(Cl)cc(Cl)c3)nn2)[C@H](OCc2cn(-c3cc(Cl)cc(Cl)c3)nn2)C[C@@H]1c1ccccc1Br,-2,-7,-6,0,4,3,0.9,2,-4,.
CC(=O)Oc1ccccc1C(=O)N(C1CCCCC1)C1CCCCC1,-1,4,-12,3,-9,-7,-1.3,-11,1,-1
COc1cc(S(=O)(=O)NC2CCCCC2C)ccc1Cl (centres undefined),0,2,0,-3,-4,4,0.4,-2,-4,-10
Clc1ccc2nncn2n1,-3,0,-1,7,0,5,-2.1,4,-1,-2
O=C1CCN(Cc2ccc(Br)cc2)CCN1CCO,1,3,-3,4,0,-1,0.9,1,1,-7
OCC[C@@H]1C[C@H](O)[C@@H](O)[C@@]2(Cc3ccccc3CCO2)O1,2,10,1,6,1,6,1.2,2,-5,1
CC(=O)Nc1ccc(S(=O)(=O)CC(=O)CS(=O)(=O)c2ccc(NC(C)=O)cc2)cc1,0,-4,4,12,39*,0,-0.2,-1,-2,9
COc1cc(C)c(C)cc1S(=O)(=O)N1CCCCC1c1cccnc1 (centres undefined),-1,-6,-7,-13,-7,-1,0.5,-3,-2,5
O=C(CSc1nnc(-c2cccc(F)c2)o1)Nc1nncs1,-4,-8,-3,-4,2,-6,-0.2,2,-5,-1
CCc1ccc([C@@H]2CC=C(C(=O)O)[C@H](c3ccc(C(C)(C)C)cc3)N2S(=O)(=O)c2ccc(C)cc2)cc1,-2,-15,-5,7,92*,-1,-2.4,-9,-17,-129
COc1ccccc1NC(=O)Nc1cc(F)ccc1F,3,7,5,-6,2,-2,-1.4,2,5,-29
COc1ccc(NC(=O)NC(=O)c2cc(OCC(F)(F)F)ccc2OCC(F)(F)F)cc1,-5,-6,-6,7,10,-7,-0.6,2,-2,-22
C[N+](C)(CC#Cc1ccccc1)CC(=O)c1ccc(Cl)cc1,-3,-1,1,0,3,1,-2.1,-6,3,4
CCCS(=O)(=O)NC(=O)C1(C)CCCN(C(=O)COc2ccccc2)C1 (centres undefined),-3,6,8,9,1,2,-0.3,2,-7,.
N#CCCN(C(=O)COC(=O)COc1ccccc1Cc1ccccc1)c1ccccc1,-2,8,-5,-8,4,-1,1.3,-1,-3,-14
COc1ccc(-c2cc(-c3nnc4sc(Cc5cccs5)nn34)[nH]n2)cc1,-4,.,.,-21,21,-8,.,13,-10,.
OCC1(Cc2ccc(F)cc2)CCCN(CCCC(F)(F)F)C1 (centres undefined),1,-2,4,-2,-4,-3,-1.1,-2,3,2
Cc1cccc(-c2noc(CNS(=O)(=O)c3ccccc3)n2)c1,-1,6,-7,5,-3,7,-1.4,-1,6,-10
S=C(NCc1ccccc1)Nc1cccc2cnccc12,-6,5,7,2,6,-5,-1.6,3,2,7
CC(=O)NC(c1ccccc1)c1nc(-c2ccccc2)cs1 (centres undefined),-3,-11,-7,-2,2,-5,0.0,-4,-6,.
C/C(=N/NC(=O)CCC(=O)Nc1cccc(Cl)c1)c1ccc(C)cc1,1,0,8,1,0,-5,1.3,-1,-8,-9
CCOC(=O)c1c(C)[nH]c(C)c1S(=O)(=O)N1CCCCC1,-1,-5,5,0,-4,-1,1.3,4,-6,3
CCN(CC(=O)Nc1c(F)cccc1F)C(=O)C1=COCCO1,-2,-10,-7,6,-2,1,1.4,2,1,-5
COc1ccc2c(c1)[C@H]1[C@H](CO2)[C@H](c2ccccc2)[C@]2(C)C(=O)Nc3cc(F)ccc3C(=O)N12,1,1,0,-37,7,-11,0.2,-6,3,-50
CCc1ccc(OCC(=O)Nc2ccc(S(=O)(=O)N3CCOCC3)cc2)cc1,-1,0,1,-4,-2,2,0.8,-1,-1,-13
COC(=O)[C@@]1(Cc2ccc(OC)cc2)[C@H]2c3cc(C(=O)N4CCCC4)n(Cc4ccc(C)c(F)c4F)c3C[C@H]2CN1C(=O)c1ccccc1,-3,3,3,7,12,-1,0.4,1,-2,.
CC(=O)Nc1cccc(-c2csc(C(O)c3cccc(Cl)c3)n2)c1 (centres undefined),-4,0,11,-23,0,-12,2.1,-3,3,.
COc1cc2c(=O)n(C)c3ccccc3c2cc1OC,-1,1,0,8,4,0,0.8,2,-6,-2
Cc1ccc(S(=O)(=O)N(C)C(C)CCc2ccco2)cc1 (centres undefined),-1,-3,-2,6,4,5,1.7,-3,-3,-7
Cn1c(C(=O)NCCN2CCN(c3ccccc3F)CC2)cc2c(=O)n(C)c3ccccc3c21,0,0,0,2,2,7,-1.2,-4,-1,5

# Laid out differently: results already given.
smiles	SMARCA2 activ	ARFGAP1 inhibitor	ASAP1 GAP inh	ABHD4 inh	rCAG RNA binder	GC-B act	PG9 Ab binder	NPR1 activator	NR1D1 modulator	HTRA1 inh
CCN(CC(=O)Nc1c(F)cccc1F)C(=O)C1=COCCO1	-2	-10	-7	6	-2	1	1.4	2	1	-5
COc1ccc2c(c1)[C@H]1[C@H](CO2)[C@H](c2ccccc2)[C@]2(C)C(=O)Nc3cc(F)ccc3C(=O)N12	1	1	0	-37	7	-11	0.2	-6	3	-50
CCc1ccc(OCC(=O)Nc2ccc(S(=O)(=O)N3CCOCC3)cc2)cc1	-1	0	1	-4	-2	2	0.8	-1	-1	-13
